# Screening results: PubChem, National Center for Advancing Translational Sciences (NCATS)
# TexasRed fluor = Texas Red fluorescence interference in TRb-SRC2 counter-screen; TRb/SRC2 Texas Red total fluorescence interference; Potency, µM (titrated, usually from 106 µM), for inactives: at the top dose fluorescence change, negative = quenching; 0.29% of 280,000 active; active means well fitted curve in either direction with a large enough effect; inconclusive means small, poorly fitted or top-dose-only effect
#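 Human TRβ ligand-binding domain (0.6 uM) and Texas Red SRC2 peptide (20 nM) in Tris buffer with 1 uM T3 and 5% DMSO were incubated with pinned compound for 5 hr at ambient temperature. Total fluorescence was computed as S + 2P (555/632 nm).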
# TRb-SRC2 inh = TRbeta-SRC2 interaction inhibition. P10828. 0.065% of 280,000 active. TRbeta-SRC2 peptide binding, fluorescence polarization; receptor liganded with 1 µM T3. Potency, µM (doses to about 106 µM), without a hit: at the highest dose activity change, negative = inhibition, most hits filed as inhibitors;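 further: plate controls were bound peptide for no effect and peptide without receptor for full effect; nearly all actives have a fitted effect of over 50% in size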
# Target sequence (P10828 whole entry, looked up): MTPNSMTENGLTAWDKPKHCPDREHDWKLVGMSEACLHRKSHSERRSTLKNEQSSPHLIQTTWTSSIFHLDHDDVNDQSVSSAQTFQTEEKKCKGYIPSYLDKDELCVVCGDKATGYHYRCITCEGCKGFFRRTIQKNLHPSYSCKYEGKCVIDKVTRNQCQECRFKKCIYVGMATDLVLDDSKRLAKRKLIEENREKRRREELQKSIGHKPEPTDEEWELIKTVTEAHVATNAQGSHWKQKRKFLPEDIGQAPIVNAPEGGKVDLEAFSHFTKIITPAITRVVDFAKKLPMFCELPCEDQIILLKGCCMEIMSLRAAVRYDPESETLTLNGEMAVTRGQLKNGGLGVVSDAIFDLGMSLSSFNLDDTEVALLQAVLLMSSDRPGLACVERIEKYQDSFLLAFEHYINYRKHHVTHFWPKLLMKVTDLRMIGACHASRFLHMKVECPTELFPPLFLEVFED
#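 Read-out is fluorescence polarization (555 nm excitation, 632 nm emission) of a Texas Red SRC2 coactivator peptide; loss of signal reflects blocked binding to human TRb ligand-binding domain in the presence of 1 uM T3.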
# GAA glycogen = alters human alpha-glucosidase cleavage of glycogen; Potency, µM (doses to about 76.4 µM), without a hit: top-dose activity change, negative = inhibition, most hits filed as inhibitors; recombinant GAA, glycogen substrate, Amplex Red glucose oxidase fluorescence; AID 2100; 0.38% of 300,000 active; P10253;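 further: 0% = full enzyme reaction and -100% = no-enzyme basal signal; the screen sought inhibitors and activators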
#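 Recombinant human alpha-glucosidase (4 nM final) hydrolysed bovine liver glycogen (30 ug) for 40 min at 37 C in pH 5.0 citrate/phosphate with 0.01% Tween-20. Released glucose detected by glucose oxidase/Amplex Red, Ex 573/Em 610 nm. Compounds up to 77 uM; AC50 from Hill fits.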
# Starred values were filed as active, the others as inactive; ? = inconclusive; & = joins results of further samples; [ ] = dose if it differs, or a comment. Unless noted, the call rests on the fitted dose curve; in most records, active means well fitted curve in the direction sought with a large enough effect; inconclusive means small, poorly fitted or top-dose-only effect, or another doubt; inactive means no such curve, though single readings can be large; an effect the other way counts as inactive or inconclusive. Unless noted, on the % scale 0 is the no-effect control and ±100 the full control effect; potency means the concentration at half of the fitted maximal effect. Some of the compounds tested. The share of hits here may be higher or lower than overall.
SMILES,TexasRed fluor,TRb-SRC2 inh,GAA glycogen
CC(CNC(=O)c1ccc(Cn2c(SCc3ccccc3)nc3cccnc32)cc1)c1ccccc1 (stereo unspecified),-10%,2%,-11%[76.3 µM]
CCOc1nc(NC(=O)NS(=O)(=O)Oc2ccc(Cl)cc2)nc(-c2ccccc2)n1,1%,1%,17%[76.3 µM]
O=C(c1ccc2c(c1)CCN2S(=O)(=O)c1ccccc1)N1CCN(c2ccccc2F)CC1,-1%,-3%,-14%&2%[76.3 µM]
Cc1ccc(CN2CCSc3ccc(C(=O)Nc4cc(C)cc(C)c4)cc32)cc1,-1%,-1%,-17%[76.3 µM]
CCC(=O)Nc1nnc(S(=O)(=O)N(C)Cc2ccccc2)s1,-6%,-5%,0%[76.3 µM]
COc1ccc(-c2ccnc3c2c(=O)n(C)c(=O)n3C)cc1OC,3%,-5%,14%[76.3 µM]
CCc1ccccc1NC(=O)c1ccc2c(c1)N(Cc1cccc(Cl)c1)C(=O)c1ccccc1S2(=O)=O,0%,-2%,4%[76.3 µM]
COc1ccc(Cn2c(=O)c3oc4ccccc4c3n(CC(=O)Nc3c(C)cccc3C)c2=O)cc1,-2%,8%,-12%[76.3 µM]
COCCNc1oc(/C=C/c2ccc(F)cc2)nc1C#N,-4%,2%,?
Cc1cccc(NC(=O)CSc2nc3ccc(NC(=O)COc4ccccc4C)cc3s2)c1,9%,7%,10%[76.3 µM]

# Exported field by field: part of the list above.
> CCc1ccccc1NC(=O)c1ccc2c(c1)N(Cc1cccc(Cl)c1)C(=O)c1ccccc1S2(=O)=O
  TexasRed fluor: 0%	TRb-SRC2 inh: -2%	GAA glycogen: 4%[76.3 µM]
> COc1ccc(Cn2c(=O)c3oc4ccccc4c3n(CC(=O)Nc3c(C)cccc3C)c2=O)cc1
  TexasRed fluor: -2%	TRb-SRC2 inh: 8%	GAA glycogen: -12%[76.3 µM]

# Later entries
SMILES,TexasRed fluor,TRb-SRC2 inh,GAA glycogen
O=C1c2[nH]nc(-c3ccc(Br)cc3)c2C(c2cccc(O)c2)N1c1ccc(Cl)cc1 (stereo unspecified),1%,1%,9%[76.3 µM]
CSc1ccc(CCNC(=O)NCc2noc3ccccc23)cc1,-1%,0%,12%[76.3 µM]
CC(C)CCN1C(=O)c2ccccc2CC1(C)C(=O)NC1CCC(C)CC1 (stereo unspecified),-20%,-1%,17%[76.3 µM]
O=C(Nc1cccc(Cl)c1)C1CCN(S(=O)(=O)Cc2ccccc2)CC1,0%,-4%,7%[76.3 µM]
COc1ccc(S(=O)(=O)N(CC(=O)N(C)Cc2ccccc2)c2ccc(Cl)cc2)cc1,-1%,13%,5%[76.3 µM]
Cc1ccc2c(CC(=O)N(Cc3cccc(Cl)c3)C3CCS(=O)(=O)C3)coc2c1 (stereo unspecified),6%,2%,14%[76.3 µM]
O=c1c2sc3ccccc3c2n(Cc2ccc(F)cc2Cl)c(=O)n1Cc1ccccc1,-2%,6%,-7%[76.3 µM]
CCN(CCCNC(=O)Cn1ncc2c([nH]c3ccc(C)cc32)c1=O)Cc1ccccc1,5%,5%,5%[76.3 µM]
COc1ccccc1CNC(=O)c1oc2c(c1C)-c1nn(Cc3ccc(Cl)cc3)cc1CC2,-25%,1%,4%[76.3 µM]
CC(C)(C)c1ccc(-c2noc(CCC(=O)Nc3cccc(Cl)c3)n2)cc1,-1%,-3%,1%[76.3 µM]
CCCN(CCC)CCNC(=O)CN1C(=O)COc2ccc(S(=O)(=O)N3CCC(C)CC3)cc21,0%,-2%,-11%[76.3 µM]
CC1=C(C(=O)N2CCN(c3ccccc3)CC2)C2(CCCCC2)OC1=O,-4%,-5%,3%[76.3 µM]
Cc1ccc(-c2nc3ccccn3c2Nc2ccc3c(c2)OCCO3)o1,-1%,-1%,4.5µM*
COc1ccc2c(c1)Cc1sc(NC(=O)c3cccc(C)c3)nc1-2,?,2%,-4%[76.3 µM]
CCc1nccn1S(=O)(=O)c1cc(Br)ccc1Br,1%,-8%,-23%[76.3 µM]
CCOc1ccc(NCc2cccn2-c2nnc(N3CCC(C(=O)NCCc4ccc(OCC)c(OCC)c4)CC3)s2)cc1,-13%,-8%,-27%[76.3 µM]
COc1ccc(C(=O)Nc2ccccc2-c2nc(-c3ccc(OC)cc3)no2)cc1,-1%,-3%,-18%[76.3 µM]
CCOc1ccc(NC(=O)CCSc2nc(-c3ccc4c(c3)OCO4)cc(C(F)(F)F)n2)cc1,2%,2%,-6%[76.3 µM]
CCC(=O)N1c2ccc(S(=O)(=O)CCC(=O)Nc3ccc(OC)cc3OC)cc2CC1C (stereo unspecified),2%,-3%,-7%[76.3 µM]
COc1cc(C2c3c(oc4cc(C)c(C)cc4c3=O)C(=O)N2CCCN2CCOCC2)ccc1O (stereo unspecified),3%,1%,15%[76.3 µM]
CCc1cccc(NC(=O)c2cn3c4c(ccc(Cl)c4c2=O)OC(C)C3)c1 (stereo unspecified),?,-2%,18%[76.3 µM]
COc1cccc(C(=O)c2c(N)c(-c3nc(-c4ccccc4)cs3)c3ccccn23)c1,-1%,1%,12%[76.3 µM]
COc1cccc(C(=O)N2CC(=O)Nc3ccc(C)cc3C2c2ccc(F)cc2)c1OC (stereo unspecified),-1%,-4%,3%[76.3 µM]
CCOC(=O)C1(C)C=C(Nc2ccc(C(N)=O)cc2)C(=O)N1c1ccccc1 (stereo unspecified),-2%,1%,-10%[76.3 µM]
O=C(CNS(=O)(=O)c1cccs1)N1CCN(c2ccccc2Cl)CC1,-1%,-5%,9%[76.3 µM]
COc1ccc(C(=O)N2CCN(CC(=O)N3CCOCC3)CC2)cc1,0%,4%,-14%[76.3 µM]
COc1ccc(-c2cc3nc(-c4ccc(C)cc4)cc(C(F)(F)F)n3n2)cc1,-2%,-5%,4%[76.3 µM]
CCCCOc1ccc(C(=O)N2CCN(CCc3ccncc3)CC2)cc1,6.3µM*[quencher],-11%,-6%[76.3 µM]
Cn1c(=O)oc2cc(S(=O)(=O)NCCC(=O)Nc3ccc(F)c(Cl)c3)ccc21,1%,-5%,-10%[76.3 µM]
CCOc1ccc(C(c2c(C)[nH]n(-c3ccccc3)c2=O)c2c(C)[nH]n(-c3ccccc3)c2=O)cc1OC,-6%,-7%,?
COc1ccc(CCNC(=O)c2ccc3c(c2)CCN3S(=O)(=O)c2ccccc2)cc1OC,-3%,0%,-9%[76.3 µM]
CCN(CC)C(=O)C1=CC(c2ccc3c(c2)OCO3)=NS(=O)(=O)N1C,-1%,3%,6%[76.3 µM]
CC(C)CCNC(=O)[C@@H](c1ccccc1)N1Cc2ccccc2C1=O,?,2%,-13%[76.3 µM]
COc1ccc(C2C(C(N)=O)=C(C)Nc3nc(CCCO)nn32)c(OC)c1 (stereo unspecified),-7%,-1%,-16%[76.3 µM]
Cc1ccc(CNCc2ccccc2)s1,18µM*[quencher],-13%,-1%[76.3 µM]
Cc1cc(C)c(Cn2c(C(O)c3ccccc3)nc3ccccc32)c(C)c1 (stereo unspecified),-2%,0%,-13%[76.3 µM]
CCN(CC)c1nc2c(S(=O)(=O)c3ccc(C)cc3)nnn2c2ccsc12,0%,-4%,2%[76.3 µM]
Cc1ccc(OCc2ccc(-c3nc(C#N)c(N4CCC(C)CC4)o3)o2)cc1,2%,-4%,8%[76.3 µM]
COc1ccccc1CNC(=O)CCn1c(=O)c2ccccc2n(CC(=O)Nc2ccc(Br)cc2F)c1=O,-3%,2%,6%[76.3 µM]
CCOc1ccc(CCNC(=O)CCCn2c(=O)c3cccn3c3ccccc32)cc1,-8%,3%,0%[76.3 µM]

# The last 5 records of the part above are carried over, then new ones follow:
SMILES,TexasRed fluor,TRb-SRC2 inh,GAA glycogen
Cc1cc(C)c(Cn2c(C(O)c3ccccc3)nc3ccccc32)c(C)c1 (stereo unspecified),-2%,0%,-13%[76.3 µM]
CCN(CC)c1nc2c(S(=O)(=O)c3ccc(C)cc3)nnn2c2ccsc12,0%,-4%,2%[76.3 µM]
Cc1ccc(OCc2ccc(-c3nc(C#N)c(N4CCC(C)CC4)o3)o2)cc1,2%,-4%,8%[76.3 µM]
COc1ccccc1CNC(=O)CCn1c(=O)c2ccccc2n(CC(=O)Nc2ccc(Br)cc2F)c1=O,-3%,2%,6%[76.3 µM]
CCOc1ccc(CCNC(=O)CCCn2c(=O)c3cccn3c3ccccc32)cc1,-8%,3%,0%[76.3 µM]
COc1ccc(OC)c(NC(=O)c2ccc3c(SCC(=O)O)c4c(nc3c2)CCCC4)c1,-9%,10%,13%[76.3 µM]
O=C(CCn1c(=O)c2ccccc2n(CC(=O)Nc2cccc(F)c2)c1=O)NCCc1ccccc1,-2%,-7%,13%[76.3 µM]
Cc1ccc(CNc2nc3c(c(=O)n(C)c(=O)n3C)n2Cc2ccc(Cl)cc2)cc1,3%,9%,-13%[76.3 µM]
COc1ccc(Nc2nc(-c3ccccc3)c3cc(Br)ccc3n2)cc1,3%,-2%,-11%[76.3 µM]
COc1ccc2oc(=O)c(C(=O)NCCc3c(C)[nH]c4c(Cl)cccc34)cc2c1,3%,2%,-8%[76.3 µM]
COc1ccc(-c2cc(C(=O)O)n(Cc3ccccc3)n2)cc1,-2%,-8%,-2%[76.3 µM]
COc1ccccc1NC(=O)CSc1ncc(CO)n1Cc1ccc(F)cc1,-1%,3%,-11%[76.3 µM]
COc1ccc(OC)c(Nc2cc(C(=O)NCc3ccccc3)c3ccccc3n2)c1,0%,-10%,-7%[76.3 µM]
CC(NC(=O)c1ccc(Nc2nc3ccccc3n3nnnc23)cc1)c1ccccc1 (stereo unspecified),0%,-1%,-1%[76.3 µM]
Cc1ccc(-n2c(=O)c3cccnc3n2CC(=O)NCc2ccc(Cl)cc2)cc1,?,7%,11%[76.3 µM]
Cc1ccc(Cl)cc1NC(=O)CSCc1cnn(-c2ccccc2)c1-n1cccc1,2%,-2%,-11%[76.3 µM]
CC1=C(C(=O)NCc2cccc(Cl)c2)C2(CCCCCC2)OC1=O,-1%,4%,-11%[76.3 µM]
CCOC(=O)c1cnc2cc(-c3ccc(Cl)cc3)nn2c1-c1ccccc1,0%,-5%,2%[76.3 µM]
Cc1ccc(Cl)cc1NC(=O)CC1Sc2ccccc2NC1=O (stereo unspecified),-4%,9%,-6%[76.3 µM]
Cc1ccc(Cn2c(C)c(CNCc3ccc(OC(C)C)cc3)c(C(=O)O)c2C)cc1,-4%,4%,0%[76.3 µM]
CCN(C(=O)c1cc2c(Cl)nc3ccc(C)cc3c2s1)c1cc(OC)ccc1OC,-1%,2%,-3%[76.3 µM]
CCc1ccccc1NC(=O)C(=O)c1cc(C)n(-c2ccccc2F)c1C,-2%,-10%,2%[76.3 µM]
O=C1CC(c2cccc(Cl)c2Cl)c2cc3c(cc2N1)OCCO3 (stereo unspecified),4%,-5%,1%[76.3 µM]
Cc1cc2nc(-c3ccc(OCc4ccc(F)cc4)cc3)cc(C(F)(F)F)n2n1,-4%,2%,-2%[76.3 µM]
CC(=O)c1ccc(NS(=O)(=O)c2cccc(S(=O)(=O)c3ccc(Cl)cc3)c2)cc1,?,-28%[53 µM],?
CSc1nc(=O)c2c(n1C)NC(=O)CC2c1ccccc1OC(C)C (stereo unspecified),4%,-1%,17%[76.3 µM]
Cc1oc2ncn(C)c(=O)c2c1C(=O)Nc1ccc(F)cc1,-1%,4%,12%[76.3 µM]
COc1ccc(CCNC(=O)C2=C(C)C(=O)OC23CCCCC3)c(OC)c1OC,-10%,-3%,0%[76.3 µM]
Cc1cc(C)cc(NC2=C(c3ccccc3)C(=O)c3ccccc32)c1,-5%,-4%,-4%[76.3 µM]
CC(C)c1ccc2c(c1)NC(c1ccncc1)=NC(c1cccs1)=N2,-1%,11%,-17%[76.3 µM]
CCOC(=O)c1cc2c(=O)n3ccccc3nc2n(Cc2ccco2)c1=NC(=O)c1cccc(C)c1,2%,5%,-13%[76.3 µM]
C=C(C)CSc1nc2sc3c(c2c(=O)n1CCCC)CCCC3,0%,-7%,13%[76.3 µM]
CCOC(=O)c1ccc(NC(=O)CCc2c(C)nc3c(c(C)nn3C(C)(C)C)c2C)cc1,1%,-3%,4%[76.3 µM]
CCOc1ccccc1CNC(=O)CCCn1ncn2c(cc3occc32)c1=O,-3%,4%,12%[76.3 µM]
COc1ccccc1-c1noc(-c2ccc(N3CCN(c4ccccc4)CC3)c([N+](=O)[O-])c2)n1,-1%,4%,13%[76.3 µM]
COc1ccc(CCNC(=O)c2nc(SCc3ccc(F)cc3)ncc2Cl)cc1OC,-1%,-4%,14%[76.3 µM]

# Part of the list above, tab-delimited.
canonical_smiles	TexasRed fluor	TRb-SRC2 inh	GAA glycogen
CC1=C(C(=O)NCc2cccc(Cl)c2)C2(CCCCCC2)OC1=O	-1%	4%	-11%[76.3 µM]
CCOC(=O)c1cnc2cc(-c3ccc(Cl)cc3)nn2c1-c1ccccc1	0%	-5%	2%[76.3 µM]
